TWEAK Fn14 block = inhibitors of TWEAK-Fn14 interaction signaling | TWEAK-stimulated Fn14 reporter cells, luciferase luminescence, 8 h | inhibition, % at 10 µM | actives 2% (n = 360,000) | AID 1159606; in the data active = inhibition above about 50%
HIF-2a inh = HIF-2a inhibition; 786-0 RCC cells HIF-2a reporter, luciferase luminescence, overnight; inhibition, % at 18.8 µM; AID 624352; actives 0.72% (n = 360,000);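 active = inhibition of the luminescence signal of 40% or more relative to plate controls, in a single-dose primary screen at 18.75 µM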
hiPSC survival = hiPSC single-cell survival enhancement | ATPlite luminescence; 100% = ROCK inhibitor wells, 0% = DMSO | survival enhancement, % at 20 µM | actives 0.044% (n = 360,000) | AID 602274; in the data active = survival enhancement above about 18%;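 note: cells exposed to compounds for 16 hours before the ATP read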
Shn3 3UTR inh = inhibitors of Schnurri-3 3'UTR reporter in osteoblasts; AID 588674; inhibition, % at 12.5 µM; Clone20 osteoblast Shn3 3'UTR firefly luciferase, 24 h; actives 0.52% (n = 360,000);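 active = mean inhibition of at least 75% with every replicate also reaching 75%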;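 note: 0% = median of neutral control wells and 100% = pilot-screen positive control compound; some compounds past the cut are filed as inactive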
KKLEB cytotox = reduces viability of KKLEB cystic fibrosis airway cells; KKLEB CF airway cells viability, ATPlite luminescence, overnight; active compounds read low; cells stimulated with P. aeruginosa culture filtrate; activity change (cytotoxicity), % at 5 µM; actives 0.36% (n = 360,000); AID 602141;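 active = corrected activity change at or below -50% at 5 µM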
NR2E3 ag-1 = agonists of human nuclear receptor NR2E3; Q9Y5X4; GST-NR2E3/biotin-RetCOR TR-FRET, 1536-well; inhibition of corepressor binding, % at 4.78 µM; actives 0.12% (n = 320,000); AID 2300;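 active = percent inhibition above the cutoff of mean plus 3 SD of all tested compounds, set per screening campaign, cut at about 20% in these data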;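 note: 0% = DMSO wells and 100% = biotin wells as full block of FRET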
Target sequence (Q9Y5X4 whole entry, looked up): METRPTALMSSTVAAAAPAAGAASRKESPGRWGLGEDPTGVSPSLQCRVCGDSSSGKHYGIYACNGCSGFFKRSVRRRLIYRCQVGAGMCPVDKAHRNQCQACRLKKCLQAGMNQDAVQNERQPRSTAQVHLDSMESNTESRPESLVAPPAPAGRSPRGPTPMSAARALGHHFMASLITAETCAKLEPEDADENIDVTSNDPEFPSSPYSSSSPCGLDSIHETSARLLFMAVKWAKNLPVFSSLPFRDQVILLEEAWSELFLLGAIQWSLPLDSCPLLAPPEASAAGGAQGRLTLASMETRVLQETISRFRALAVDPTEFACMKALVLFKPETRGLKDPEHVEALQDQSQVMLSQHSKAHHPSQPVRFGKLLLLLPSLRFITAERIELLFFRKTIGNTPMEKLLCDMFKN
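system = GST-tagged NR2E3 plus biotinylated RetCOR corepressor | input = 1.35 nM GST-NR2E3 | also added = 7 nM biotin-RetCOR | schedule = 5 h incubation at 4 °C | measured by = TR-FRET with europium anti-GST and streptavidin-D2, 340 nm excitation | read-out = percent loss of FRET ratio relative to control wells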
MITF TRPM1 inh = MITF TRPM1 promoter inhibition in SK-MEL-5 cells | inhibition, % at 12.5 µM | SK-MEL-5 TRPM1 promoter luciferase, 24 h | actives 0.83% (n = 330,000);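 active = mean inhibition across replicates of 60% or more, whatever share of single replicates reaches that level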; note: values of inactives mirror those of a sister screen read the other way
Peg3 promoter = Peg3 promoter activity inhibition | actives 1.7% (n = 360,000) | inhibition, % at 20 µM | HeLa PEG-Prom luciferase reporter, luminescence, overnight;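 active = inhibition of at least 50% at 20 µM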
CF NFkB block = inhibitors of cystic fibrosis induced NF-kB; KKLEB NF-kB-GFP reporter, PAF-induced, GFP fluorescence overnight; inhibition, % at 5 µM; actives 0.86% (n = 360,000);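 active = at least 50% inhibition at 5 µM, scaled per plate between neutral and stimulator controls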;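 note: PAF is a Pseudomonas aeruginosa culture filtrate used as stimulus; plate controls were PAF-stimulated DMSO wells for no effect and unstimulated DMSO wells for full effect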
NR2E3 ag-2 = activates human NR2E3 receptor | CHO-S Gal4-NCOR/VP16-NR2E3 two-hybrid, luciferase | inhibition of corepressor binding, % at 3.98 µM | actives 0.35% (n = 360,000) | AID 602229;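 active = inhibition above the mean of all tested compounds plus 3 SD, cut at about 70% in these data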;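 note: 0% = DMSO with NR2E3 transfected cells and 100% = cells lacking NR2E3 construct; higher means lower luciferase signal from less NR2E3 corepressor binding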
aDG glyco up = alpha-DG glycosylation activation; Pro5-aDG cells, alpha-DG glycosylation AlphaScreen (IIH6); 0% Pro5, 100% B10-LARGE cell signal; activation, % at 10 µM; actives 0.22% (n = 360,000); AID 624168;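 active = activation of at least 8% versus controls, or a plate z-score of at least 8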;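 note: Pro5 are CHO cells carrying HIG-tagged alpha-DG that lacks glycosylation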
The depositor's hits bear a star; · = no result given. Rows were taken by chance; overall some 4.4% were active at least once.

molecule	TWEAK Fn14 block	HIF-2a inh	hiPSC survival	Shn3 3UTR inh	KKLEB cytotox	NR2E3 ag-1	MITF TRPM1 inh	Peg3 promoter	CF NFkB block	NR2E3 ag-2	aDG glyco up
CCOc1ccc2[nH]c3c(N4CCc5ccccc5C4)ncnc3c2c1	27	-24	-0.1	4	-2	4	·	34	2	-3	0.0
CCC1=C(OC(=O)N(CC)CC)N2C(=O)OC(=NCC(=O)OC)[C@]2(C)[C@H]2C1=CC[C@H]1C(=O)N(CC)C(=O)[C@H]12	12	6	-0.5	-28	-22	1	-2	-10	-7	-30	0.8
Clc1c(CSc2nc3ccccc3o2)nc2ccccn12	42	-57	-2.0	-4	-1	1	-5	-81	-2	-123	0.2
Cc1ccc(S(=O)(=O)/N=C(\CN2CCCCC2)N2CCOCC2)cc1	13	9	1.0	6	3	0	-5	1	11	-12	0.1
O=C1C=CC(=Nc2ccc3c(c2)Cc2cc(F)ccc2-3)O1	56*	-52	-1.0	16	-2	·	-6	-37	-31	-21	0.1
CCOC(=O)c1oc2cc(C)cc(O)c2c(=O)c1-c1csc(C)n1	-12	1	7.7	-32	-25	-1	6	-3	12	-1	0.2
CC(C)(C)C(=O)Nc1ccnn1C1CCN(C(=O)c2ccc(Cl)cc2F)CC1	-11	-9	-0.5	3	-7	3	-4	-14	8	-12	0.4
COc1ccc(N2CCN(C3CCCN(Cc4ccc(F)c(F)c4)C3)CC2)cc1 (stereo not given)	29	-10	-0.4	0	-4	0	4	5	0	-15	-0.1
CCCS/C(N)=N/N=C/c1cc(C)ccc1O	7	-246	-3.0	-69	-15	4	-136	-315	-9	-105	1.0
COc1ccc(-c2cc(C(=O)N/N=C(\C)c3cccnc3)c3cc(C)ccc3n2)cc1OC	-18	10	0.4	8	-15	4	6	14	39	-1	-0.5
Cc1ccc(Cl)cc1NC(=S)Nn1cnnc1	4	3	-0.1	-32	5	3	5	0	-11	3	0.0
Nc1c(N(CCC2=CCCCC2)C(=O)c2ccc([N+](=O)[O-])o2)c(=O)[nH]c(=O)n1Cc1ccccc1	-2	6	-0.4	15	-10	-2	29	0	7	-6	0.7
CCOc1cccc(C2C(C(=O)c3ccco3)=C(O)C(=O)N2c2nnc(C)s2)c1 (stereo not given)	-4	-97	-0.5	-16	-6	5	-5	-36	-4	-39	-0.1
COc1cc(CN2CCC(Cc3ccccc3)CC2)c([N+](=O)[O-])cc1OC	80*	22	0.2	9	6	8	14	21	8	3	-0.1
COc1ccccc1N1CCN(S(=O)(=O)c2ccc(-n3cnnn3)c(C)c2)CC1	-4	19	-1.3	18	9	6	3	7	2	-7	0.4
Cc1ccccc1NC(=O)Cn1c(O)c(N=NC(=O)c2ccccc2O)c2ccccc21	-3	5	0.5	-1	-7	2	-6	-19	-5	-6	-0.1
CN(C(=O)c1ccccc1)c1ccccc1C(=O)NCCc1ccccc1	-21	8	-0.1	2	10	1	16	19	2	-13	0.0
O=C(Cc1ccc(F)cc1)N1CCC2(CC1)NCCc1[nH]cnc12	5	6	0.2	-5	-9	1	7	8	12	-19	0.3
O=C(c1ccoc1)N1CCN(c2cc(-c3ccco3)nc3cc(-c4ccccc4)nn23)CC1	18	-12	0.4	70	-8	·	·	74*	12	-46	-0.5
O=C(O)C1=C[C@@H](C2CCCCC2)C[C@@H](OCCCCO)O1	10	10	5.0	6	5	-3	-4	3	-7	-26	0.0

An excerpt of these results, as labelled records.
COc1ccc(-c2cc(C(=O)N/N=C(\C)c3cccnc3)c3cc(C)ccc3n2)cc1OC
  TWEAK Fn14 block: -18	HIF-2a inh: 10	hiPSC survival: 0.4	Shn3 3UTR inh: 8	KKLEB cytotox: -15	NR2E3 ag-1: 4	MITF TRPM1 inh: 6	Peg3 promoter: 14	CF NFkB block: 39	NR2E3 ag-2: -1	aDG glyco up: -0.5
Cc1ccc(Cl)cc1NC(=S)Nn1cnnc1
  TWEAK Fn14 block: 4	HIF-2a inh: 3	hiPSC survival: -0.1	Shn3 3UTR inh: -32	KKLEB cytotox: 5	NR2E3 ag-1: 3	MITF TRPM1 inh: 5	Peg3 promoter: 0	CF NFkB block: -11	NR2E3 ag-2: 3	aDG glyco up: 0.0

(list continues)
molecule	TWEAK Fn14 block	HIF-2a inh	hiPSC survival	Shn3 3UTR inh	KKLEB cytotox	NR2E3 ag-1	MITF TRPM1 inh	Peg3 promoter	CF NFkB block	NR2E3 ag-2	aDG glyco up
CC(C)(C)NC(=O)COC(=O)c1ccc(Cl)nc1	-8	14	-0.3	-35	-3	-4	3	3	6	-18	0.0
Cc1ccc(C(C)C)c(OCC(O)CN2CCN(CCO)CC2)c1 (stereo not given)	17	16	1.5	-7	5	0	-5	16	-9	11	0.0
C/C(=C/C(=O)N1CCc2ccccc21)C(=O)O	-14	9	1.3	27	6	0	-4	2	10	-15	0.2
Cc1ccc(C(=O)CNc2cccc(Cl)c2)cc1	-9	-100	-3.4	-8	-2	2	-69	-59	7	-15	0.0
Cc1cc(C)cc(N(CCC#N)C(=O)CN2C(=O)NC3(CCCC3)C2=O)c1	-2	11	-0.3	11	9	-3	2	4	-7	16	-0.1
CCOC(=O)c1c(S(=O)(=O)N(C)C2CCCCC2)c(C)n(C)c1C	5	7	-0.2	-13	3	2	0	3	-2	-9	-0.3
CCOc1ccc(NC(=O)COc2ccc(C(=O)N3CCC(C(N)=O)CC3)cc2OC)cc1	8	6	0.3	-11	8	0	-1	-7	-14	-32	-0.1
N#CCCN(C(=O)COC(=O)CNC(=O)C12CC3CC(CC(C3)C1)C2)c1ccccc1	6	-1	-0.5	10	15	1	9	-1	-8	-11	-0.2
COc1ccc(-n2cc(CN3CCC(OC)CC3)c(-c3cccc(F)c3)n2)cc1	8	10	-0.5	23	9	0	-9	-17	0	-5	-0.3
Cc1ccc(/C=C/C(=O)O)cc1S(=O)(=O)NCCCO	6	20	5.4	-2	3	2	-3	11	0	-34	-0.1
Fc1cccc(NC(=S)NCc2ccccc2Cl)c1	5	-45	-0.5	16	-14	2	-18	-8	22	-21	0.1
CCOc1ccc(N2C(=O)CC(Cc3cc(C)cc(C)c3)C2=O)cc1 (stereo not given)	9	19	0.6	11	-8	·	-1	-5	20	-39	0.1
COc1ccc([N+](=O)[O-])cc1N(CC(=O)O)S(C)(=O)=O	-5	10	-1.4	1	4	5	-12	6	4	-22	0.3
COc1ccc(/C=C/C(=O)c2ccc(Cl)cc2)c(OC)c1	-23	-91	-3.5	-7	-10	3	4	-81	-17	-27	-0.1
COc1ccc(N2CCN(C(=O)c3cc(C)oc3C)CC2)cc1	12	-1	-0.5	9	0	-1	-1	15	-1	12	0.0
CCOc1ccccc1C1CC(=O)NC2=C1C(=O)CC(C)(C)C2 (stereo not given)	8	26	-0.9	-7	10	1	1	9	-17	-19	0.1
O=c1[nH]c(=O)n(C2CCCO2)cc1Br (stereo not given)	6	-5	0.8	0	4	-1	-2	6	-1	-23	-0.2
CCN(CC)CCOC(=O)c1cccc(OC)c1	-19	-6	0.0	0	-6	-1	-9	-81	8	-16	0.3
Cc1cc2cc(CN(CC3CCCO3)C(=S)NCc3ccco3)c(=O)[nH]c2cc1C (stereo not given)	-10	7	-0.3	-14	2	0	0	14	4	-7	-0.3
CCN(CC)CCNC(=O)C(=O)NCC1OCCN1S(=O)(=O)c1cccs1 (stereo not given)	2	15	-0.3	-32	-6	1	10	7	-9	-22	0.0
CCc1ccccc1N1C(=O)C2C3C=CC(CC3)C2C1=O (stereo not given)	5	2	0.0	-21	1	-5	-11	0	-12	13	0.3
Clc1ccc(/C=N/NC2=Nc3cccc4cccc2c34)cc1	-2	-172	-0.5	-24	-2	-5	-24	-172	-26	-117	0.2
COc1cccc2cc(C(=O)OCC(=O)NCc3ccc4c(c3)OCO4)c(=O)oc12	-20	-178	-0.8	-52	-3	5	-42	-233	-8	-14	0.0
Cc1c(Cl)cccc1NC(=S)Nc1ccc2[nH]c(=O)[nH]c2c1	9	7	-0.6	-7	-5	-4	8	11	9	-20	-0.2
CSCCC(NS(=O)(=O)c1cc(C(=O)O)ccc1Cl)C(=O)O (stereo not given)	-9	9	1.6	-7	-5	0	8	1	23	-4	-0.3
Cc1cccc(C)c1NC(=O)CN(C)C(=O)/C=C/c1cccs1	-4	4	2.3	-4	-4	3	16	3	14	-25	-0.5
Cc1nn(C)c(C)c1/C=C/C(=O)O	-4	8	2.5	16	22	-4	-3	0	-3	9	-0.1
CC1(c2cccc(Br)c2)NC(=O)N(CC(=O)c2ccc3c(c2)OCO3)C1=O (stereo not given)	-5	9	0.5	-14	1	·	·	19	-8	-41	0.8
COc1ccccc1N1C(C)=CC(=C(C#N)c2nc3ccccc3s2)C=C1C	83*	5	-0.6	7	-2	3	-12	0	5	13	1.2
CC1CCN(Cc2c(C(=O)N/N=C/c3ccc(C(F)(F)F)cc3)nnn2-c2nonc2N)CC1	-37	-2	-0.5	13	-8	-1	3	-11	18	-11	0.2
CC(C)CCNC(=O)CNC(=S)N(CCCN1CCOCC1)Cc1cccs1	0	20	-0.6	-31	8	2	0	9	-3	17	0.0
O=C(COc1ccc(Cl)cc1Cl)NCC(=O)N/N=C/c1c[nH]c2ccccc12	0	-8	-1.2	-28	13	0	-11	3	-17	-13	0.2
COc1cccc(/C=N/n2c(-c3cc(C)[nH]n3)n[nH]c2=S)c1OC	4	15	1.9	9	4	-3	2	6	0	-22	-0.1
O=C1CC(N2CCN(c3ccc(S(=O)(=O)N4CCCC4)cc3)CC2)C(=O)N1c1ccc(F)cc1 (stereo not given)	1	3	0.8	10	16	-1	0	-2	-1	-10	-0.1
O=C(c1cccc(-n2cccc2)c1)N1CCN(S(=O)(=O)c2ccccc2Br)CC1	4	-4	-0.5	-3	-12	·	-8	9	38	15	0.1
Cc1ccc(C(=O)C2CC2)cc1C	12	6	-0.7	8	-7	·	0	21	-5	5	0.0
Cc1cc(C)n2c(nc3ccccc32)c1C(=O)NN	-6	17	-0.2	-3	7	1	·	20	-11	-47	0.0
COc1ccc(Br)cc1C(=O)NC(=S)Nc1c(C)n(C)n(-c2ccccc2)c1=O	8	17	0.2	6	-5	3	10	13	-6	-9	0.3
COc1cc(NC(=O)Cc2cccs2)c(C(=O)O)cc1OC	-1	11	0.6	-18	6	2	8	-2	-8	-15	-0.1
CN1CCN(CC(O)COc2ccc(S(=O)(=O)N3CCOCC3)cc2)CC1 (stereo not given)	6	13	-0.5	-14	-11	4	4	-6	23	3	-0.1
COC(=O)c1ccccc1NC(=O)c1onc(C)c1Cl	9	15	-0.5	-1	8	·	9	5	-21	-15	0.1
CC(=O)Nc1cccc(NC(=O)C2CCCN2C(=O)Nc2cccc(F)c2)c1 (stereo not given)	21	17	-2.4	18	-3	-2	7	16	-11	4	0.4
Cc1cccc(N(Cc2ccccc2)C(=O)c2ccccc2S(C)(=O)=O)c1	9	9	-0.4	6	-5	2	-5	4	7	14	-0.1
